From PubChem BioAssay
TRPC4 block – TRPC4 (mouse) channel inhibition | B-score at 10 µM | Q9QUQ5 | 300,000 tested, 0.39% active | HEK293 TRPC4beta/mu-opioid, DAMGO-evoked Fluo4 calcium flux; hits give low values;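 active = B-score over 3 SD under the library average, no early fluorescence shift, positive overall ratio signal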
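Test system – stable TRPC4beta/mu-opioid receptor HEK293 cells · Probe or stimulus – DAMGO, a submaximal dose followed by a maximal one · Dosing – one concentration per compound · Signal – Fluo4 calcium fluorescence by kinetic imaging, 5 s 1 Hz baseline · Evaluation – per-well B score of integrated baseline-normalized Fluo4 ratio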
MrgX1 ag – activates human MrgX1 receptor signaling; Q96LB2; MrgX1-HEK293 cells, Fluo-4 calcium fluorescence, agonist mode; hits give high values; B-score at 10 µM; 310,000 tested, 0.44% active;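 active = calcium response B-score plate-corrected fluorescence ratio at least 3 library SD, with starting fluorescence B-score inside 5 SD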
Target sequence (Q96LB2 whole entry, looked up): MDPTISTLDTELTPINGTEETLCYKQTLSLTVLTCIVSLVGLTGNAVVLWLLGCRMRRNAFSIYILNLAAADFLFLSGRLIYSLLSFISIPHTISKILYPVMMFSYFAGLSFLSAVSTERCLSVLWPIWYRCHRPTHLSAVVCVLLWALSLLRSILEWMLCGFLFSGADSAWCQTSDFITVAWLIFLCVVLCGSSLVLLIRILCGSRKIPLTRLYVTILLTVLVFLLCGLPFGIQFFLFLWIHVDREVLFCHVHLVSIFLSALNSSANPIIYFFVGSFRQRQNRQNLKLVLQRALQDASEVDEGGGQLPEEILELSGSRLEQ
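System – MrgX1-expressing HEK293 cells · Incubation – cells plated overnight, dye loaded 0.5 h 37 °C, 0.5 h room temperature · Technique – kinetic Fluo-4 NW fluorescence of intracellular calcium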
TRPC4 PAM – allosteric potentiators of mouse TRPC4 channel | AID 2227 | B-score at 10 µM | HEK293 TRPC4beta/mu-opioid, DAMGO EC20, Fluo-4 Ca2+ flux; hits give high values | Q9QUQ5 | 310,000 tested, 0.42% active;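 active = B-score of calcium response area above 5 SD of library B-scores, with initial fluorescence ratio within 5 SD of library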;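 note: B-score of integrated fluorescence ratio over time as area under calcium response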
MrgX1 PAM – allosterically activates human MrgX1 receptor signaling; B-score at 10 µM; 310,000 tested, 0.63% active; Q96LB2; MrgX1-HEK293, Fluo-4 calcium flux, FDSS; hits give high values;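 active = plate-corrected calcium response at least 3 library SD above typical, normal starting fluorescence, not activating the receptor alone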;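 note: compound read alongside a low EC10 to EC30 dose of BAM8-22 agonist; peak minus trough fluorescence over baseline measured at the second addition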
TRPC6 act – activators of mouse TRPC6 channel. Q61143. HEK293-TRPC6 membrane potential dye fluorescence; hits give high values. B-score at 10 µM. 310,000 tested, 0.13% active;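 active = B-score of the integrated fluorescence ratio above library mean plus 3 SD, and starting fluorescence ratio within library mean plus 5 SD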;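 note: higher score means more depolarization so channel activation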
HIF act – HIF pathway transcriptional activation; U2OS HRE-luciferase reporter, luminescence; normalized: DMSO 0%, desferrioxamine 100%; AID 1910; activation, % at 7.5 µM (by protocol); 300,000 tested, 0.32% active;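 active = mean activation of at least 10% of the iron chelator positive control signal, with at least half of replicates also reaching 10%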
PolyA inhibitor – inhibitors of polyadenylation in S. cerevisiae; S. cerevisiae SKY197-pL101 polyadenylation reporter, beta-gal luminescence; efflux-impaired pdr1/pdr3 knockout yeast; score 100 = 6 SD above DMSO; calls only at 12 µM; 300,000 tested, 0.02% active;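 active = lowest replicate activity score at least 50, where 100 means six control SD above control mean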;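 note: yeast exposed to compound for 9 h at 30 °C; higher score means more reporter readthrough which indicates perturbed polyadenylation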
TRPC6 inh – mouse TRPC6 channel inhibition | AID 2553 | B-score at 10 µM | Q61143 | 310,000 tested, 1.1% active | HEK293-TRPC6, membrane potential dye, ACh-evoked depolarization; hits give low values;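 active = B-score under library mean minus 3 SD, initial fluorescence not abnormally high, positive integrated signal ratio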;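 note: B-score derived from integrated fluorescence ratio over the kinetic read; more negative B-score means stronger inhibition of depolarization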
TRPC4 act – opens the mouse TRPC4 cation channel; Q9QUQ5; HEK293 TRPC4beta/mu-opioid, Fluo4 calcium fluorescence; hits give high values; B-score at 10 µM; 310,000 tested, 0.49% active;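 active = B-score above 5 SD of library B-scores, and initial fluorescence ratio not above library mean plus 5 SD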;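 note: positive B-score marks a calcium rise read as TRPC4 activation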
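Technique: kinetic Fluo4 calcium fluorescence; Test system: TRPC4beta and mu-opioid receptor HEK293 stable cells; Measure: B-scored integrated calcium fluorescence ratio; Benchmarks: low control buffer alone, high control maximal DAMGO; Schedule: 45 min room-temperature Fluo4 loading, 110 s read.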
AI-2 QS modul – Vibrio harveyi AI-2 quorum sensing modulation; Vibrio harveyi JMH597 AI-2 luminescence/OD600 ratio, 9 h; hits give low values; strain lacks LuxN and CqsS sensors; 0 = neutral-control median; activity change, % at 7.5 µM; 300,000 tested, 0.4% active; in the data active = activity change below about -75%, passing the limit was not always enough;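 note: luminescence divided by OD600 gain over 9 h not by final OD600 alone; inactives centre near 13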
MrgX1 antagonist – blocks BAM8-22 activation of human MrgX1 receptor; Q96LB2; MRGX1-HEK293 calcium flux, Fluo-4, BAM8-22 antagonism; hits give low values; B-score at 10 µM; 310,000 tested, 1.3% active; AID 588676;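 active = calcium-response B-score plate-corrected more than 3 library SD below zero, starting fluorescence within 5 deviations, no agonist response on first addition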;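 note: peak minus trough fluorescence over baseline after final BAM8-22 challenge near maximal dose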
* = called active by the depositor; i = inactive; . = no result given. This is a subset; count on the stated rates, not on these rows.

smiles	AI-2 QS modul	TRPC4 block	TRPC6 act	HIF act	MrgX1 PAM	MrgX1 ag	PolyA inhibitor	TRPC4 PAM	TRPC4 act	TRPC6 inh	MrgX1 antagonist
C=C(C)C1CC=C(C)/C(=N/NC(=O)c2ccccc2[N+](=O)[O-])C1 (stereo unspecified)	21	i	i	-0.3	i	i	i	i	i	i	i
COc1ccc(OC)c(Nc2nc(-c3ccncc3)nc3ccccc23)c1	9	i	i	-4.8	i	i	i	i	i	i	i
CCOC(=O)C1=C(c2ccccc2)NC(=O)NC1c1cc(Br)c(O)c(OC)c1 (stereo unspecified)	14	i	i	-1.1	i	i	i	i	i	i	i
C/C(Cn1nnc2ccccc21)=N\NC(=O)c1ccc(Br)cc1	6	i	i	0.1	i	i	i	i	i	i	i
Cc1ccc2c(COC(=O)CNC(=O)c3ccccc3)cc(=O)oc2c1	23	i	i	1.6	i	i	i	i	i	i	i
COc1ccc(NC(=O)NC2CCCCCCC2)cc1	15	i	i	2.8	i	i	i	i	i	i	i
Cc1nnc(SCCn2c(Br)nc3c2c(=O)n(C)c(=O)n3C)s1	7	i	i	0.3	i	i	i	i	i	i	i
Cc1ccc(C)c(OCC(=O)Nc2nc3ccc([N+](=O)[O-])cc3s2)c1C	11	i	i	0.0	i	i	i	i	i	i	i
Cc1ccccc1C(=O)Nc1cccc(-c2ccc3nncn3n2)c1	15	i	i	-0.3	i	i	i	i	i	i	i
O=C(CCN1C(=O)/C(=C\c2ccccc2)SC1=S)NNC(=O)c1ccncc1	1	i	i	0.0	i	i	i	i	i	i	i
Cc1ccc(-n2c(SCc3nc4ccccc4[nH]3)nnc2-c2ccncc2)cc1	39	i	i	0.2	i	i	i	i	i	i	i
Cc1ccc(CSCC(=O)Nc2ccc(N3CCOCC3)cc2N2CCOCC2)cc1	34	i	i	-0.2	i	i	i	i	i	i	i
COc1cc(C(=O)Nc2ccccc2N2CCN(S(C)(=O)=O)CC2)cc(OC)c1OC	8	i	i	-0.7	i	i	i	i	i	i	i
Cc1ccc(-c2csc3ncn(-n4c(C)ccc4C)c(=O)c23)o1	48	i	i	0.0	i	i	i	i	i	i	i
O=C(NCCNC(=O)c1ccco1)c1ccc(Cl)c(Cl)c1	16	i	i	-0.2	i	i	i	i	i	i	i
COc1ccc(Cn2nnnc2CN(Cc2cc3ccc(C)cc3[nH]c2=O)C2CCCC2)cc1	6	i	i	-0.5	i	i	i	i	i	i	i
CCCCC(O)(CCCC)C(=O)NN(C(=O)OC)c1ccc(C)cc1	1	i	i	-0.2	i	i	i	i	i	i	i
COc1ccc(C(=O)Nc2ccc3oc(-c4cccnc4)nc3c2)cc1OC	30	i	i	0.2	i	i	i	i	i	i	i
CCOC(=O)c1ccccc1NC(=O)CN(c1ccccc1)S(=O)(=O)N(C)C	0	i	i	-0.1	i	i	i	i	i	i	i
COc1cc(C(=O)Nc2sc(C(=O)N3CCOCC3)c(C)c2C#N)cc(OC)c1OC	10	i	i	-0.2	i	i	i	i	i	i	i
CC1CCN(c2ccccc2NC(=O)c2cc3ccccc3o2)CC1	30	i	i	0.0	i	i	i	i	i	i	i
CCC(C)(C)NC(=O)C(c1ccc(C)o1)N(Cc1cccs1)C(=O)Cn1nnc2ccccc21 (stereo unspecified)	9	i	15*	-0.1	i	i	i	i	i	i	i
O=C(NCCCN1CCCC1=O)c1ccc(Cl)c(Cl)c1	.	i	i	-0.1	i	i	i	i	i	i	i
CCN1C(=O)c2cccc3c(NC(=O)c4ccc(OC)c(OC)c4)ccc1c23	4	i	i	-0.2	i	i	i	i	i	i	i
COc1ccc2nc(NC(=O)CCc3ccc(OC)c(OC)c3)sc2c1	34	.	i	0.4	i	i	i	i	i	i	i
CC1Cc2ccccc2N1C(=O)CCS(=O)(=O)c1cccs1 (stereo unspecified)	15	i	i	0.1	i	i	i	i	i	i	i
O=C(Nc1nc2ccccc2[nH]1)C1CC(=O)N(c2ccc3c(c2)OCCO3)C1 (stereo unspecified)	6	i	i	-0.4	i	i	i	i	i	i	i
CCOC(=O)C1CCN(C(=O)CCCN2C(=O)c3ccccc3C2=O)CC1	18	i	i	0.2	i	i	i	i	i	i	-10*
CN1CCCC1CCNc1ccc2oc3ccccc3c(=O)c2c1 (stereo unspecified)	26	i	i	3.2	i	i	i	i	i	-5.6*	i
O=C1CSC(c2cccc([N+](=O)[O-])c2)N1c1ccc(O)cc1 (stereo unspecified)	14	i	i	-0.5	i	i	i	i	i	i	i
CCOC(=O)c1cc(CC)sc1NC(=O)Cc1ccsc1	17	i	i	-2.0	i	i	i	i	i	i	i
Cc1ccc(SCCC(=O)Nc2cccc(N(C)S(C)(=O)=O)c2)cc1	6	i	i	0.0	i	i	i	i	i	i	i
Cc1ccc(NC(=O)COc2ccc(C(=O)c3ccccc3)cc2)c(O)c1	18	i	i	0.1	i	i	i	i	i	i	i
CC(C)C(=O)Nc1ccccc1C(=O)OCC(=O)c1ccc2c(c1)OCCO2	25	i	i	2.8	i	i	i	i	i	i	i
CCCCc1nnc(NC(=O)CSc2nc(N)cc(=O)[nH]2)s1	1	i	i	-0.2	i	i	i	i	i	i	i
Cc1ccc(NC(=S)NCCC2=CCCCC2)cc1	-17	i	i	5.0	i	i	i	i	i	i	i
Clc1cccc(-c2cc3nc4c(c(NCc5ccco5)n3n2)CCCC4)c1	21	i	i	2.6	i	i	i	i	i	i	i
Fc1ccccc1Nc1n[nH]c(=S)s1	10	i	i	1.6	i	i	i	i	i	i	i
CCN(CC)S(=O)(=O)c1ccc(C(=O)Oc2ccc3c(c2)OCO3)cc1	21	i	i	0.4	i	i	i	i	i	i	i
O=C(OCCOc1ccccc1Cl)c1ccc(-n2cnnn2)cc1	12	i	i	1.7	i	i	i	i	i	i	i
O=C(Oc1ccc(Cl)cc1)c1ccc(N2CCOCC2)c([N+](=O)[O-])c1	16	i	i	2.0	i	i	i	i	i	i	i
Cc1cc(OCC(=O)O/N=C(\N)Cc2cccs2)ccc1Br	-50	i	i	-0.3	i	i	i	i	i	-9.8*	i
COc1ccc2nc(SCC(=O)Nc3nonc3C)[nH]c2c1	10	i	i	0.4	i	i	i	i	i	i	i
COc1cccc(OCC(=O)Nc2ccccc2C(=O)Nc2ccc(C(=O)O)cc2)c1	14	i	i	-0.6	i	i	i	i	i	i	i
COC(=O)c1cc(OC)c(OC)cc1NC(=O)CN1CCCCC1	9	i	i	0.1	i	i	i	i	i	i	i
Cn1ccnc1SCC(=O)c1ccc(F)cc1	26	i	i	0.8	i	i	i	i	i	i	i
Cc1ccc(OC(=O)COc2ccccc2C)cc1	4	i	i	-0.3	i	i	i	i	i	i	i
CCn1c(COc2ccc(=O)n(-c3ccccc3)n2)nnc1SCc1ccc(C)cc1	7	i	i	-0.1	i	i	i	i	i	i	i
Cc1ccc(-c2nnn(CC(=O)N(CC3CCCO3)C(C(=O)NC(C)(C)C)c3ccc(F)cc3)n2)o1 (stereo unspecified)	19	i	i	-0.3	i	i	i	i	i	i	i
CCOc1cc(/C=N/NC(=O)COc2cccc(C)c2)ccc1OC(=O)c1cccs1	0	i	i	.	i	i	i	i	i	i	i
Cc1ccc(S(=O)(=O)/N=C/c2c(O)ccc3ccccc23)cc1	13	i	i	0.0	i	i	i	i	i	i	i
CC1CCN(CCCn2c(SCC(=O)Nc3ccccc3Cl)nc3ccccc3c2=O)CC1	16	i	i	0.0	i	i	i	i	i	i	i
CCN1CCSc2ccc(C(=O)NCc3ccc(OC(C)C)cc3)cc21	7	i	i	0.9	i	i	i	i	i	i	i
COc1cccc(Cn2nnc(C(=O)Nc3cc(C)ccc3OC)c2N)c1	19	i	i	-0.3	i	i	i	i	i	i	i
Cc1cccc2cc(C#N)c(N3CCN(C)CC3)nc12	19	i	i	0.0	i	i	i	i	i	i	i
COc1cc(NC(=O)c2cc3nc(C4CC4)cc(C(F)(F)F)n3n2)c(OC)cc1Cl	31	i	i	-0.2	i	i	i	i	i	i	i
CCCC(=O)OCC(=O)Nc1ccc2c(c1)OCO2	16	i	i	0.1	i	i	i	i	i	i	i
CCC1=C(OC(=O)N(CC)CC)N2C(=O)OC(=NCc3ccccc3)[C@]2(C)[C@H]2C1=CC[C@H]1C(=O)NC(=O)[C@H]12	-4	i	i	-0.4	i	i	i	i	i	i	i
COc1cccc(-n2nnc3c(=O)n(CC(=O)Nc4cc(C)on4)cnc32)c1	3	i	i	0.1	i	i	i	i	i	i	i
CSc1ccccc1C(=O)N1CCCCC1	10	i	i	-0.1	i	i	i	i	i	i	i
N#C/C(C(=O)NCc1ccco1)=C1/SC=C(c2ccccc2)N1c1ccccc1	12	i	i	-0.5	i	i	i	i	i	i	i
Nc1ccccc1Sc1ccccc1[N+](=O)[O-]	-2	i	i	-1.2	i	i	i	i	i	i	i
Cc1cc(NCCCn2ccnc2)n2nc(C)c(-c3ccccc3)c2n1	4	i	i	2.5	i	i	i	i	i	i	i
